High-throughput results from PubChem BioAssay.
A549 tox = kills or reduces viability of A549 cells in Nrf2 counter-screen. actives 0.16% (n = 390,000). A549 ARE-Fluc cells, CellTiter-Fluor viability, 18-24 h. Potency, µM (titrated, usually from 46 µM), for the others: top-dose activity change, negative = cytotoxicity, most hits filed as inhibitors. AID 504648; also: potency is read from the fitted curve at half-maximal effect; % is scaled to controls: 0 for no effect and ±100 for the full control effect
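A549 ARE_Fluc cells in 5% FBS OPTI-MEM were exposed to compounds in concentration-response for 18-24 h at 37 deg C. Viability was read by CellTiter-Fluor fluorescence (Ex 405/Em 525) after 30 min, before the luciferase read.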
HepG2 viability = counter-screen for TGF-b inhibitors: cytotoxicity in HepG2 cells; actives 0.76% (n = 410,000); HepG2 CAGA-GFP viability, ATP luminescence, 18 h; Potency, µM (titrated, usually from 46.1 µM), inactives show top-dose activity change, negative = cytotoxicity, actives largely listed as cytotoxic; also: potency is read from the fitted curve at half-maximal effect; some results filed as inactive show a strong effect at the top dose
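CellTiter-Glo luminescence gave cytotoxicity after 18 hours at 37 degrees C. The cells were HepG2 CAGA-GFP in 1% FBS DMEM, stimulated with 500 pg/mL TGF-beta after compound addition. %Activity was normalised to no-cell wells (complete cell-killing) and DMSO (no toxicity), and curves were fitted and classified.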
IL-2 act = IL-2 activation | IL-2 activation reporter assay, cell-based qHTS; stimulated with anti-CD3/CD4/CD28 beads; in transgenic mouse T cells | activation, % (series mostly up to about 46 µM) | actives 0.065% (n = 360,000); in the data active = activation above about 50%; inconclusive = mostly about 30% to 49%; also: 0% is about no effect
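Unstimulated transgenic mouse T cells; 60-min compound exposure; bead-based TCR/CD4/CD28 stimulation; 18 h culture, 37 degrees C; dual fluorescence (EGFP, DsRed) plate cytometry.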
Nrf2 inh = blocks Nrf2 signaling | A549 ARE-Fluc reporter, luciferase luminescence, 18-24 h | Potency, µM (doses to about 46 µM), for the others: at the highest dose activity change, negative = inhibition, usual class: inhibitors | AID 504444 | actives 2.1% (n = 360,000); also: potency is read from the fitted curve at half-maximal effect; % is scaled to controls: 0 for no effect and ±100 for the full control effect; nearly all actives have a fitted effect of over 60% in size
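In this cell-based qHTS, ARE-driven firefly luciferase in A549 cells reports Nrf2 activity; the luminescent signal after BugLite lysis is the measured value, with a prior CellTiter-Fluor read for cell health.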
Nrf2 activator = activators of Nrf2 (ARE) signaling; AREc32 ARE-luciferase reporter (MCF7-derived line), luminescence, 24 h; Potency, µM (top dose mostly 46.1 µM), inactives show top-dose activation, usual class: activators; actives 0.31% (n = 410,000); AID 624171; also: potency is read from the fitted curve at half-maximal effect; % of control where 0% means no effect; nearly all actives have a fitted effect of over 65% in size
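AREc32 cells carrying an ARE-driven firefly luciferase, 1000 cells/well in OPTI-MEM with 5% FBS, dosed after overnight attachment and incubated 24 hr at 37 deg C. Steady-Glo luminescence read after 30 min at RT.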
ATXN viability = reduces viability in counter-screen for ATXN expression inhibitors; S2 cells (HEK-293 line with an ATXN2-luciferase reporter) viability, CellTiter-Fluor protease fluorescence, 24 h; Potency, µM (series often up to 56.7 µM), most hits filed as cytotoxic; actives 0.49% (n = 400,000); also: potency is read from the fitted curve at half-maximal effect; nearly all actives have a fitted effect of over 40% in size
TGFb SMAD3 inh = TGF-b pathway inhibition; actives 1.2% (n = 410,000); HepG2 CAGA-GFP TGF-b/SMAD3 reporter, GFP fluorescence, 18 h; TGF-beta stimulated, 500 pg/mL final; Potency, µM (highest dose often 46.1 µM), without a hit: top-dose activity, negative = inhibition, most hits filed as inhibitors; AID 588855; also: potency is read from the fitted curve at half-maximal effect; % is scaled to controls: 0 for no effect and ±100 for the full control effect; nearly all actives have a fitted effect of over 65% in size
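Smad-responsive CAGA-GFP expression was quantified in HEPG2 cells exposed to compounds and 500 pg/mL final TGF-beta for 18 h at 37 degrees C; unstimulated wells defined full inhibition.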
ATXN2 expr inh = inhibitors of ATXN2 expression. Potency, µM (highest dose often 57 µM), for inactives: top-dose activity change, negative = inhibition, most hits filed as inhibitors. actives 0.72% (n = 360,000). HEK-293 ATXN2-luciferase reporter, luminescence, 24 h. AID 1745845; also: potency is read from the fitted curve at half-maximal effect; % is scaled to controls: 0 for no effect and ±100 for the full control effect; nearly all actives have a fitted effect of over 55% in size
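qHTS (up to 57 uM final) was run with 24 h compound exposure of reporter cells at 37 °C. Each well was multiplexed: SteadyGlo luminescence measured ATXN2-luciferase expression after a fluorogenic Gly-Phe-AFC viability readout (25 uM final).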
EPAC2 agonist = EPAC2 (human) agonism. Q8WZA2. EPAC2 activation, biochemical qHTS; response scale: 100% = 6.5 mM cAMP response. Potency, µM (series often up to 154 µM), for inactives: at the top dose activation, usual class: activators. actives 0.079% (n = 360,000). AID 720711; also: potency is read from the fitted curve at half-maximal effect; nearly all actives have a fitted effect of over 50% in size
Target sequence (Q8WZA2 whole entry, looked up): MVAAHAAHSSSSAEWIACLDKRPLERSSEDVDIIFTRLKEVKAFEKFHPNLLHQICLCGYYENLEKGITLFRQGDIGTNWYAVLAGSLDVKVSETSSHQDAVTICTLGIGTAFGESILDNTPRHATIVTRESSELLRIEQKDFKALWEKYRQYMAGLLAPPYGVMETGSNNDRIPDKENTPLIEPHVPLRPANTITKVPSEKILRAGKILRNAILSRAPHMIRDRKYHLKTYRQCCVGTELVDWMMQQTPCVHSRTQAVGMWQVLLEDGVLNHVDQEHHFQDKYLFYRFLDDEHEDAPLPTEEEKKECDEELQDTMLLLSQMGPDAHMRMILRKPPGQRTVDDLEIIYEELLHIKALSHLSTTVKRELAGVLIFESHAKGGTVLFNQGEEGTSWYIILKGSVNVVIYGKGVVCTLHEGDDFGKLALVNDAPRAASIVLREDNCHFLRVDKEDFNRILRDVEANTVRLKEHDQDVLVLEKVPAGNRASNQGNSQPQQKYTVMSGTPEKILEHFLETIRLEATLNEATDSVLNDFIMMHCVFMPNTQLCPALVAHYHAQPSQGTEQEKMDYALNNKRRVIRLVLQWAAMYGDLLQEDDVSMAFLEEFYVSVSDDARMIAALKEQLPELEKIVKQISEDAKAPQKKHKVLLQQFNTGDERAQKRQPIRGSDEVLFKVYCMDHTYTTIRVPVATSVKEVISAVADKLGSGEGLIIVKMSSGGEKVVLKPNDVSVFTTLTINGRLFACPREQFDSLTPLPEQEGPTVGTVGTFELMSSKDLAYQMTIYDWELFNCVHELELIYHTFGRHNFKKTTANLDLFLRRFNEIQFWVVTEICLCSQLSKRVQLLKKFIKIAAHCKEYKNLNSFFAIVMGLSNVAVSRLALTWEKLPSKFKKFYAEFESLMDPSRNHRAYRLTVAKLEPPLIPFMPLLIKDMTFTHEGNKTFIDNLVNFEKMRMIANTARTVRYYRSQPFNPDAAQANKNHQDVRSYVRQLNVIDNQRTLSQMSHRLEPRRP
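Readout is BODIPY fluorescence (480 nm excitation, 540 nm emission), which falls as labeled GDP is exchanged off Rap1B. EPAC2 at 100 nM acted on 250 nM RAP1B-BODIPY-GDP with 50 uM GDP present.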
* hit, by the source's call; i = inactive; ? = inconclusive; . = no result given; [ ] = another dose, or the depositor's remark. Unless noted, calls follow the shape of the dose curve; as a rule, active = well fitted curve in the direction sought with a large enough effect; inconclusive = small, poorly fitted or top-dose-only effect, or another doubt; inactive = no such curve, though single readings can be large; an effect the other way counts as inactive or inconclusive.

no.	Structure	A549 tox	HepG2 viability	IL-2 act	Nrf2 inh	Nrf2 activator
1	O=C1N=NC2=C1c1c3ccccc3c(O)n1CC2	0%	4%	0.3	-1%	-0.2%
2	CCc1nc2c(OCc3ccc4c(c3)OCO4)cccn2c1N(C=O)Cc1ccccc1	.	-21%	-0.8	.	6.1%
3	CCCc1cc(=O)oc2cc(C)cc(OC(C)C(=O)NCc3ccccn3)c12 (centres undefined)	0%	2%	-2.1	-9%	-0.9%
4	O=C(Nc1ccccc1C(F)(F)F)C1CCN(c2nnc(-n3cccc3)s2)CC1	9%	-54%	.	?	2.9%
5	Nc1ccc2ccccc2c1N=Nc1ccccc1	-14%	-17%	-1.0	?	?
6	O=C(Nc1ccon1)c1cc2ccccc2oc1=O	-1%	-17%	-2.2	.	4.5%
7	CC(=O)N(C)c1ccc(NS(=O)(=O)Cc2ccccc2)cc1	-4%	3%	-2.0	0%	-0.2%
8	CN(C(=O)Nc1cnccc1C(F)(F)F)C1CCCCC1	4%	12%	0.7	18%	-0.8%

no.	ATXN viability	TGFb SMAD3 inh	ATXN2 expr inh	EPAC2 agonist
1	i	12%	-9%	1%
2	i	-1%	4%	8%
3	i	-1%	-21%	3%
4	i	?	-16%	.
5	i	?	40%[activator]	11%
6	i	13%	15%	-1%
7	i	-10%	20%	5%
8	i	0%	-10%	8%

Entries listed so far that contain a CF3 group, in the order listed:
no.	Structure	A549 tox	HepG2 viability	IL-2 act	Nrf2 inh	Nrf2 activator
4	O=C(Nc1ccccc1C(F)(F)F)C1CCN(c2nnc(-n3cccc3)s2)CC1	9%	-54%	.	?	2.9%
8	CN(C(=O)Nc1cnccc1C(F)(F)F)C1CCCCC1	4%	12%	0.7	18%	-0.8%

no.	ATXN viability	TGFb SMAD3 inh	ATXN2 expr inh	EPAC2 agonist
4	i	?	-16%	.
8	i	0%	-10%	8%

Further compounds follow.
no.	Structure	A549 tox	HepG2 viability	IL-2 act	Nrf2 inh	Nrf2 activator
9	Cc1c(O)c2c3c(cccc3c1O)C(=O)N(c1ccccc1)C2=O	-8%	-40%	3.1	?	2.8%
10	O=C(COC(=O)CNC(=O)c1cccc(Br)c1)Nc1nnc(-c2ccccc2)o1	-7%	-2%	0.2	-21%	-0.6%
11	COc1ccc(CCNC(C)=O)cc1	0%	8%	-0.3	8%	0.1%
12	O=C(O)C1Cc2ccccc2CN1C(=O)COc1ccc(Cl)cc1Cl (centres undefined)	14%	-4%	-3.4	1%	-0.3%
13	O=C(/C=C\Nc1ccc2c(c1)OCO2)c1ccccn1	15%	-94%	-4.8	?	-3.4%
14	CCCn1c(SCC(=O)N2CCCC(C)C2)nnc1-c1cccnc1 (centres undefined)	-2%	5%	0.0	5%	-0.2%
15	CC(C)(CC(=O)O)Cc1nc(-c2ccc(Cl)cc2)no1	-2%	-5%	-2.3	22%	-0.3%
16	Cc1ccc(NC(=O)C(NCc2ccccn2)c2ccccc2)cc1 (centres undefined)	7%	61%	0.0	-11%	3.9%

no.	ATXN viability	TGFb SMAD3 inh	ATXN2 expr inh	EPAC2 agonist
9	i	?	-15%	20%
10	i	-6%	13%	8%
11	i	2%	1%	2%
12	i	?	-7%	3%
13	i	-2%	-7%	2%
14	i	3%	1%	-5%
15	i	-26%	26%	5%
16	i	0%	18%	10%

(cont.)
no.	Structure	A549 tox	HepG2 viability	IL-2 act	Nrf2 inh	Nrf2 activator
17	CC(NC(=O)COC(=O)C1CCN(c2ccc(C(F)(F)F)cn2)CC1)c1ccc(Br)cc1 (centres undefined)	-12%	-37%	1.1	-9%	-0.1%
18	O=C(c1ccc2ccccc2n1)N(CCO)Cc1ccccc1	6%	-7%	0.3	1%	-0.4%
19	CC1(C)CC2(CC(C)(C)N1)OC(=O)N1CCc3ccccc3C12C (centres undefined)	-7%	-3%	-2.3	10%	-0.3%
20	CC1c2cccn2CCN1S(=O)(=O)c1ccc(F)cc1 (centres undefined)	-6%	2%	1.5	0%	-0.2%
21	CCc1nc2ccccc2c(C(=O)OCC(=O)NC(=O)c2cccn2C)c1C	21%	44%	-0.5	4%	0.2%
22	Cc1cc(C(=O)OCC(=O)Nc2ccc(S(N)(=O)=O)cc2)c2ccccc2n1	5%	3%	-2.1	10%	-0.5%
23	COc1ccc(-c2csc(-c3ccc(C(=O)O)cc3)n2)cc1	4%	-2%	-1.2	?	0.4%
24	Nc1nonc1-n1nnc(C(=O)N/N=C/c2ccc(F)cc2)c1-c1ccc2c(c1)OCO2	2%	-4%	-0.7	4%	-0.9%

no.	ATXN viability	TGFb SMAD3 inh	ATXN2 expr inh	EPAC2 agonist
17	i	-4%	-4%	-6%
18	i	-3%	.	2%
19	i	15%	5%	4%
20	i	4%	.	2%
21	i	15%	.	-1%
22	i	7%	-13%[11.3 µM]	6%
23	i	36%[activator]	.	5%
24	i	-3%	-14%	-7%

Ordered by heavy-atom count (lowest first): some entries from above
no.	Structure	A549 tox	HepG2 viability	IL-2 act	Nrf2 inh	Nrf2 activator
11	COc1ccc(CCNC(C)=O)cc1	0%	8%	-0.3	8%	0.1%
15	CC(C)(CC(=O)O)Cc1nc(-c2ccc(Cl)cc2)no1	-2%	-5%	-2.3	22%	-0.3%
21	CCc1nc2ccccc2c(C(=O)OCC(=O)NC(=O)c2cccn2C)c1C	21%	44%	-0.5	4%	0.2%
4	O=C(Nc1ccccc1C(F)(F)F)C1CCN(c2nnc(-n3cccc3)s2)CC1	9%	-54%	.	?	2.9%

no.	ATXN viability	TGFb SMAD3 inh	ATXN2 expr inh	EPAC2 agonist
11	i	2%	1%	2%
15	i	-26%	26%	5%
21	i	15%	.	-1%
4	i	?	-16%	.

(further entries)
no.	Structure	A549 tox	HepG2 viability	IL-2 act	Nrf2 inh	Nrf2 activator
25	CCC1(c2ccc(F)cc2)NC(=O)N(CC(=O)Nc2cc(C)on2)C1=O (centres undefined)	0%	2%	-0.3	23%	0.3%
26	COC(=O)C1C(=O)NC(SC)=C(C#N)C1c1ccccc1 (centres undefined)	-2%	-18%	-0.3	-8%	3.4%
27	CC1=C(c2ccc(F)cc2)S(=O)(=O)NC1=NCc1ccccc1Cl	3%	-23%	.	?	0.9%
28	O=C(NCc1ccccc1Cl)C1CCN(C(=O)c2sccc2-n2cccc2)CC1	-2%	-17%	-2.9	-11%	-0.7%
29	N#Cc1cc(C(=O)c2cc(Br)ccc2O)cn(C2CC2)c1=O	-6%	-6%	2.3	10%	0.9%
30	Cc1ccc(S(=O)(=O)N2CCN(C(=O)CCn3cncn3)CC2)cc1C	0%	-25%	0.4	6%	0.0%
31	CCOn1c(=O)c(=O)n(OC)c2ccccc21	-19%	0%	0.1	5%	0.1%
32	O=C(CCn1cccc1)NC1CCCc2ccccc21 (centres undefined)	0%	3%	-1.6	-11%	0.0%

no.	ATXN viability	TGFb SMAD3 inh	ATXN2 expr inh	EPAC2 agonist
25	i	-8%	24%	9%
26	i	8%	-10%	5%
27	.	?	.	.
28	i	-5%	11%	1%
29	?	3%	-11%	-13%
30	.	3%	5%	2%
31	i	-8%	.	5%
32	i	-6%	12%	-2%

Additional structures follow.
no.	Structure	A549 tox	HepG2 viability	IL-2 act	Nrf2 inh	Nrf2 activator
33	COc1cc(CNCC(C)C)cc(Br)c1OCC(=O)Nc1ccccc1	17%	-62%	-1.9	4%	2.6%
34	COC(=O)Cc1c(C)c2ccc(OCC(=O)N3CCC(C)CC3)c(C)c2oc1=O	4%	8%	-0.5	?	3.5%
35	CCCCCCCCCCCCCCCC(O)C[N+](C)(C)CCO (centres undefined)	-2%	-100%	0.4	-13%	0.6%
36	O=C(NCCc1ccc(Cl)cc1)C1CCN(C(=O)N2CCOc3ccccc32)CC1	11%	-28%	-2.3	-14%	4.3%
37	O=S1(=O)C=C[C@@H](COCc2ccccc2)N1Cc1ccc(Br)cc1	.	-40%	-0.4	.	4.2%
38	CCn1c(C)nc2cc(C#N)ccc21	1%	2%	1.0	4%	0.7%
39	COc1ccc(S(=O)(=O)N(C)c2ccc(C(=O)N3CCCCC3)cc2)cc1	-10%	-27%	-4.6	?	-0.4%
40	COc1ccccc1CC(=O)N1CCCc2ccccc21	3%	10%	-0.4	0%	0.2%

no.	ATXN viability	TGFb SMAD3 inh	ATXN2 expr inh	EPAC2 agonist
33	.	4%	.	6%
34	i	10%	-6%	0%
35	?	?	-30%	6%
36	i	-12%	-24%	13%
37	i	?	-38%	12%
38	i	0%	9%	10%
39	i	-11%	-17%	7%
40	i	13%	-8%	-84%[15.6 µM]

Other entries follow:
no.	Structure	A549 tox	HepG2 viability	IL-2 act	Nrf2 inh	Nrf2 activator
41	COc1cccc(NC(=S)NN=C2CCC(C(C)(C)C)CC2)c1 (centres undefined)	1%	2%	-0.5	-14%	-0.1%
42	CC1=CC(C)C(=O)N(C)C(C)=C1 (centres undefined)	.	-19%	-0.6	.	-0.5%
43	Cc1ccc(C(=O)N/N=C/c2ccc(-c3ccc(Br)cc3[N+](=O)[O-])o2)o1	-11%	-29%	-0.8	?	7.9µM*
44	CC(=O)NCC1(c2ccccc2)CCN(CC2COc3ccccc3O2)CC1 (centres undefined)	.	-2%	-0.2	.	0.2%

no.	ATXN viability	TGFb SMAD3 inh	ATXN2 expr inh	EPAC2 agonist
41	i	-14%	-6%	12%
42	i	0%	.	13%
43	.	-5%	6%	0%
44	i	-6%	5%	7%
